Bioassay records deposited in PubChem by The Scripps Research Institute Molecular Screening Center.
V1R ag counter: activates human V1a receptor in oxytocin agonist counter-screen; AID 2797; 0.25% of 320,000 active; CHO-V1R cells, Fluo-8 calcium fluorescence, agonist mode; 0% DMSO, 100% 3 nM vasopressin; activation, % at 3 µM;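 active means activation above the mean activation of all tested compounds plus 3 SD, per screening run, cut at about 20% in these data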;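 further: signal is peak over basal fluorescence ratio across a 100 second FLIPR read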
GalR3 antagonist: antagonists of human GalR3; O60755; HEK293 GalR3-CNG cAMP membrane potential fluorescence; galR3 body fused to GalR1 C-terminus; inhibition, % at 3 µM; 0.44% of 360,000 active; AID 651719;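 active means inhibition above the screen-wide average plus 3 SD, cut at about 13% in these data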;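 further: forskolin and galanin both at EC90 stimulate the cells; cAMP rise reported by CNG channel membrane potential dye signal; 0% = forskolin plus galanin with DMSO and 100% = forskolin alone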
Target sequence (O60755 1-299 limits assumed): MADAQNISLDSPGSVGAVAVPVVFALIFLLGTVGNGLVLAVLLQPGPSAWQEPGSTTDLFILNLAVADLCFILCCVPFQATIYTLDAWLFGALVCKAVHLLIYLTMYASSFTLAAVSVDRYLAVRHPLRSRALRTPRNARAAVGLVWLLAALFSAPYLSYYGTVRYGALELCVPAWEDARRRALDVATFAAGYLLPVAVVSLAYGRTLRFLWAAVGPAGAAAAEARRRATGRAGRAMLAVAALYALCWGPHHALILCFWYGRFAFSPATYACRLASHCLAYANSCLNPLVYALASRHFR
OXTR agonist: agonists of human oxytocin receptor. AID 2435. CHO-OTR cells, Fluo-8 calcium fluorescence; normalized: DMSO 0%, oxytocin 100%. activation, % at 3 µM. P30559. 0.32% of 320,000 active;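 active means activation above the mean of all tested compounds plus 3 SD, cutoff set per screening run, cut at about 20% in these data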;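 further: peak over basal fluorescence ratio from a 100 s FLIPR kinetic read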
Target sequence (P30559 whole entry, looked up): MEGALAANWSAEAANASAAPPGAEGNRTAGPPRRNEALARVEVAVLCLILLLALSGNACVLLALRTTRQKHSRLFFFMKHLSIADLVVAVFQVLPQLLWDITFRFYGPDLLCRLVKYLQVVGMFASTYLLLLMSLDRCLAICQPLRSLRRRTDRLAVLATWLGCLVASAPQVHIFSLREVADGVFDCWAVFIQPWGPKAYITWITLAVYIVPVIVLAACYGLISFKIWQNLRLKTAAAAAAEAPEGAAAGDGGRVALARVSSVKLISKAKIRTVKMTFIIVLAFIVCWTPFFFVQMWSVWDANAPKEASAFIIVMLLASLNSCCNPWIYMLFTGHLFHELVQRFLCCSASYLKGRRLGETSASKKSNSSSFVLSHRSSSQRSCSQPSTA
* = called active by the depositor. A portion of the library; count on the stated rates, not on these rows.

SMILES	V1R ag counter	GalR3 antagonist	OXTR agonist
Cc1cccc(-c2cc(C(=O)N/N=C/c3cccnc3)c3ccccc3n2)c1	-2.3	-6	-1.3
Oc1cc(Cl)cc(Cl)c1Cl	5.2	-2	12
CC(Oc1ccc(-c2nnco2)cc1)C(=O)N1CCOCC1 (stereo not drawn)	0.5	-2	0.3
CC(=O)c1ccc(NC(=O)COC(=O)CC2CC3CCC2C3)cc1 (stereo not drawn)	1.1	-5	2.1
O=C(Nc1cc(Cl)ccc1F)C1=COCCO1	0.4	-3	-0.9
CC12CCC(=O)N1C(C(=O)NCCN1C(=O)S/C(=C\c3ccc(F)cc3)C1=O)CS2 (stereo not drawn)	4.0	-2	2.5
O=C(COC(=O)CNC(=O)c1cccc(Br)c1)Nc1nnc(-c2ccccc2)o1	0.7	-2	0.0
COc1cc(C(C)=O)ccc1OCC(=O)OC(C)C(=O)c1ccc(F)cc1 (stereo not drawn)	3.7	-5	4.4
O=C1C=C(c2cccc(Br)c2)C[C@@H](c2ccc(Cl)cc2)C1	0.3	-5	2.1
CCOC(=O)[C@H]1[C@H]2COc3ccccc3[C@@H]2N2C(=O)c3ccc(Cl)cc3NC(=O)[C@@]12C	-1.8	-4	-1.4
CCC1(c2ccc(F)cc2)NC(=O)N(CC(=O)N2c3ccccc3CC2C)C1=O (stereo not drawn)	19	-5	29*
O=C(NCCS(=O)(=O)N1CCN(c2cccc(Cl)c2)CC1)c1ccc2c(c1)OCO2	2.1	-5	-0.2
COc1cccc(COC(=O)Cc2ccc(S(=O)(=O)N3CCOCC3)s2)c1OC	3.7	-4	1.3
CCc1noc(C)c1C(=O)NNC(=O)COc1ccc(C)c(C)c1	1.2	-2	0.3
CC(=O)Nc1ccc(NC(=O)COC(=O)/C=C/c2ccc3c(c2)OCO3)cc1	0.7	-1	1.8
N#CCCN(C(=O)CSc1nnc(-c2ccncc2)n1C1CC1)c1ccccc1	0.3	-7	0.1
O=C(CSc1ncccn1)Nc1ccc2c(c1)OCO2	1.6	-5	2.1
O=S(=O)(Nc1ccc2cn[nH]c2c1)c1ccc(C(F)(F)F)cc1	3.9	-4	8.0
Cc1cc(C(=O)CCC(=O)N2CCN(c3ccccc3)CC2)c(C)s1	-1.1	-5	-3.0
CCCCCCCNC(=O)C1(CC2CC(c3ccccc3)=NO2)CCNCC1 (stereo not drawn)	0.4	-6	-1.5
O=C(NCC1CCCN1S(=O)(=O)c1cccs1)c1ccc(F)cc1 (stereo not drawn)	10	-4	-0.1
O=C(CC1SC(N2CCCC2)=NC1=O)Nc1ccc(C(=O)Nc2ccccc2)cc1 (stereo not drawn)	-0.4	-6	-1.2
CC12CCC(=O)N1C(C(=O)NCCN1C(=O)S/C(=C\c3ccc(OC(F)F)cc3)C1=O)CS2 (stereo not drawn)	3.8	-1	0.6
CCN(CC(=O)Nc1c(F)cccc1F)C(=O)c1ccccn1	0.4	-9	-0.5
Cc1cnc(C(=O)OCC(=O)N2CCC(C)CC2)cn1	0.8	-6	2.2
CCN(CC)CCn1c2c(c(SCC(=O)Nc3ccc4c(c3)OCCO4)nc1=O)CCCC2	-1.1	5	-2.9
COc1cccc(/C=C/C(=O)OCC(=O)N2CCCC2)c1OC	0.8	-6	0.2
C[C@@H]1CN([C@@H](C)CO)C(=O)c2cccc(NS(C)(=O)=O)c2O[C@H]1CN(C)Cc1ccc(C(=O)O)cc1	1.1	-3	0.9
COc1ccc(C(=O)NCC(=O)OCC(=O)NC2CCCCCC2)cc1	-0.3	-4	0.2
O=C(c1ccc(Cl)c([N+](=O)[O-])c1)N1CCN(S(=O)(=O)c2ccc(Cl)cc2)CC1	4.8	-5	3.8
O=C(COC(=O)c1cccnc1SC(F)F)NC1CC1	0.2	-7	-0.5
O=C(CSc1n[nH]c(-c2ccncc2)n1)Nc1ccccc1Cl	0.0	-1	-0.1
Cc1cccc(C(=O)OCC(=O)NC(=O)NCc2ccccc2)c1	-0.1	2	-0.9
CC1CCN(S(=O)(=O)c2ccc(C(=O)N3CCCCC3C(=O)O)cc2)CC1 (stereo not drawn)	0.7	-5	1.1
C=CCNC(=O)C(=O)Nc1ccc2c(c1)N(S(=O)(=O)c1cccs1)CCC2	0.9	-2	-0.9
CCCNC(=O)c1ccc(N2CCC3(CC2)CC(c2cccc(Br)c2)=NO3)c(NC(=O)c2ccco2)c1	0.3	0	-0.4
CCc1noc(C)c1C(=O)NNC(=O)COc1cc(C)ccc1C	-0.3	-2	0.5
CSCCC(NC(=O)c1ccc(Cl)cc1Cl)C(=O)OC(C)C(=O)NCc1ccco1 (stereo not drawn)	-0.7	-2	-2.2
CN(C)C1=NC[C@H](Cc2ccccc2)N1CCCCc1ccccc1	0.8	-6	2.8
O=C(COc1ccc([N+](=O)[O-])cc1Cl)N1CCc2ccccc21	2.4	-1	-1.5
COc1ccccc1C(=O)NCCC(=O)N(C)CC(=O)Nc1ccccc1Br	-0.6	-1	-0.7
O=C(CCc1nc2sc3c(c2c(=O)[nH]1)CCCC3)NCCOc1ccccc1	-0.9	-2	-2.5
COc1ccc([C@H]2CC(=O)C=C(c3cc(F)ccc3F)C2)cc1OC	1.3	-5	1.8
Cc1ccc(C(=O)C(C)OC(=O)CN2C(=O)NC3(CCCC3)C2=O)cc1 (stereo not drawn)	0.2	2	-0.3
COc1cc(C(C)=O)ccc1OCC(=O)Nc1ccc(C)c(S(=O)(=O)N2CCCCCC2)c1	11	-5	10
O=C(NCc1cccnc1)c1cc(S(=O)(=O)N2CCOCC2)c(Cl)cc1Cl	1.2	5	-0.6
COc1ccccc1NC(=O)C(C)OC(=O)CCNS(=O)(=O)c1ccc(C)c(C)c1 (stereo not drawn)	-1.6	-2	-1.8
NS(=O)(=O)c1ccc(NC(=O)COC(=O)c2ccc(S(=O)(=O)N3CCOCC3)cc2)cc1	0.8	9	0.8
O=C(Nc1ccc(F)c(Cl)c1)C1CCCC1	0.5	0	-2.3
CC(=O)Nc1sc2c(c1-c1nc3ccccc3s1)CN(C(C)C)CC2	14	0	12
CCN(c1cccc(C)c1)S(=O)(=O)c1cc2c3c(c1)CCN3C(=O)CC2	0.1	-2	0.9
Cc1ccc(OCCNC(=O)c2ccccc2OCc2c(C)noc2C)cc1	0.8	-5	-1.5
O=C(C1=C(O)C(=O)N(Cc2cccnc2)C1c1cccc(Oc2ccccc2)c1)c1ccco1 (stereo not drawn)	-0.1	-6	0.3
CCN(CC(=O)Nc1ccc(OC)cc1)C(=O)Cc1coc2cc(C)c(C)cc12	2.1	0	0.0
Cc1ccc2c(c1)[C@H]1[C@H](CO2)[C@H](c2ccccc2)[C@]2(C)C(=O)N(Cc3ccccc3)CC(=O)N12	0.9	-5	0.3
CC(C)(C)OC(=O)C[C@H]1C/C=C\C[C@H](CC(=O)N[C@@H](CO)Cc2ccccc2)C(=O)N[C@H](C(C)(C)C)COC1=O	0.1	-5	-0.4
COc1ccc(NC(=O)CSc2nnc(Cc3ccc(C)cc3)c(=O)n2N)cc1OC	-1.6	-4	-1.2
COc1ccc(/C=C(\C)C(=O)c2c(C)cc(C)[nH]c2=O)cc1	-0.2	-3	-0.9
COc1ccc(NC(C)=O)cc1NC(=O)c1cccc(S(=O)(=O)N2CCN(Cc3ccccc3)CC2)c1	-1.1	4	-1.1
COc1cc(/C=N/NC(=O)c2cccc3ccccc23)ccc1OCC(N)=O	-0.2	4	0.8

Copied from the results shown, 2 compounds:
SMILES	V1R ag counter	GalR3 antagonist	OXTR agonist
O=C(NCc1cccnc1)c1cc(S(=O)(=O)N2CCOCC2)c(Cl)cc1Cl	1.2	5	-0.6
COc1ccccc1NC(=O)C(C)OC(=O)CCNS(=O)(=O)c1ccc(C)c(C)c1 (stereo not drawn)	-1.6	-2	-1.8

Next structures:
SMILES	V1R ag counter	GalR3 antagonist	OXTR agonist
CC1(C)CC(=O)C=C(c2ccc(-c3ccccc3)cc2)C1	-0.5	-6	0.3
O=C(Cc1cccs1)NNC(=O)c1ccccc1Cl	-0.1	-3	0.3
CCC(C)Sc1cc(-c2nc3ccc(C)cn3c2NCc2ccccc2)ccc1OC (stereo not drawn)	2.1	-4	-2.4
Cc1cccc(NC(=O)CN2CCN(CC(=O)NCc3ccc(Cl)cc3Cl)CC2)c1C	2.0	5	0.8
COc1ccccc1NC(=O)COC(=O)c1ccc(N2CCCC2=O)cc1	2.5	-6	0.8
CC(=O)N1CCc2c(sc(NC(=O)C3CCCN3S(=O)(=O)c3cccs3)c2C#N)C1 (stereo not drawn)	1.6	-2	-0.6
Cn1c(N)c(C(=O)CSc2nnc(-c3c[nH]c4ccccc34)n2C2CC2)c(=O)[nH]c1=O	-0.8	-3	-0.4
CC(C)Cn1c(N)c(C(=O)COC(=O)/C=C/c2ccccc2)c(=O)n(C)c1=O	11	16*	13
COc1ccc(NC(=O)CN(C)CC(=O)Nc2ccc(C)c(S(=O)(=O)N3CCCCC3)c2)cc1	3.6	-2	0.9
Cc1cc(C(=O)COC(=O)c2ccc(O)cc2O)c(C)n1C(C)C	5.2	-7	4.1
CCN(CC(=O)Nc1ccc(NC(C)=O)cc1)C(=O)c1oc2c(ccc3ccccc32)c1C	12	-1	6.5
CCOc1cc(N2CCOCC2)c(OCC)cc1NC(=O)c1c(-c2ccccc2)noc1C	-1.4	-5	-1.5
COc1ccc(NC(=O)N(C)C[C@H]2Oc3ccc(NC(=O)C4CC4)cc3CC(=O)N([C@@H](C)CO)C[C@@H]2C)cc1	2.0	-1	2.1
COc1ccc(-c2cc3onc(-c4c(Cl)cccc4Cl)c3c(=O)n2C)cc1	2.6	2	6.5
C[C@H]1COC(=O)[C@H](CC(=O)OC(C)(C)C)C/C=C\C[C@H](CC(=O)N(CCO)Cc2ccccc2)C(=O)N1	0.3	0	-0.3
CC(C)Oc1ccc(S(=O)(=O)N2CCOCC2)cc1NC(=O)c1cc([N+](=O)[O-])ccc1N1CCOCC1	-0.3	-5	-1.3
CC(Oc1cccc(Cl)c1)C(=O)Nc1ccc(S(=O)(=O)NC2=NCCCCC2)cc1 (stereo not drawn)	9.7	1	14
O=C(Nc1ccncc1)c1ccc(Cl)c(S(=O)(=O)N2CCc3ccccc32)c1	9.2	40*	12
C=CCn1c2ccccc2c(=O)c2cc(C#Cc3cc(OC)cc(OC)c3)ccc21	2.0	4	2.1
COc1ccccc1NC(=O)Nc1nc(CC(=O)N2CCN(c3ccc(F)cc3)CC2)cs1	2.4	-1	0.2
CCc1cccc(OCC(=O)Nc2cc(Cl)ccc2-n2cncn2)c1	-0.5	-7	-1.9
CCCCN(C(=O)c1cnc(C)cn1)c1c(N)n(CCC)c(=O)[nH]c1=O	0.4	-4	0.3
CC(C)(C)n1ncc2c(=O)n(Cc3c(Cl)cccc3Br)cnc21	0.4	-5	-1.9
Cc1ccc(NC(=O)C=NOCC(=O)Nc2cc(C)cc(C)c2)cc1	-0.3	-4	-1.0
O=C(NCC(=O)N1CCN(S(=O)(=O)c2ccccc2F)CC1)c1ccc2c(c1)OCO2	0.4	-3	-0.6
CN(C(=O)CN1C(=O)NC(C)(CCc2ccccc2)C1=O)c1ccccc1 (stereo not drawn)	0.3	-4	0.2
CCOc1ccccc1C(=O)NCC(=O)OCC(=O)N1CCCC1	2.2	-4	1.4
O=C(COc1ccccc1)OCC(=O)N1CCCc2ccccc21	3.5	1	-0.7
O=C(O)c1cccc(S(=O)(=O)Nc2cccc(S(=O)(=O)N3CCCC3)c2)c1	0.1	-2	2.2
CCOc1ncccc1C(=O)OCC(=O)NC1CCCCC1	-0.2	-9	0.1

Retrieved by structure from the list above, 6 records:
SMILES	V1R ag counter	GalR3 antagonist	OXTR agonist
CCc1cccc(OCC(=O)Nc2cc(Cl)ccc2-n2cncn2)c1	-0.5	-7	-1.9
O=C(O)c1cccc(S(=O)(=O)Nc2cccc(S(=O)(=O)N3CCCC3)c2)c1	0.1	-2	2.2
CN(C(=O)CN1C(=O)NC(C)(CCc2ccccc2)C1=O)c1ccccc1 (stereo not drawn)	0.3	-4	0.2
CCOc1ccccc1C(=O)NCC(=O)OCC(=O)N1CCCC1	2.2	-4	1.4
O=C(Nc1ccncc1)c1ccc(Cl)c(S(=O)(=O)N2CCc3ccccc32)c1	9.2	40*	12
O=C(NCC(=O)N1CCN(S(=O)(=O)c2ccccc2F)CC1)c1ccc2c(c1)OCO2	0.4	-3	-0.6

New compounds follow
SMILES	V1R ag counter	GalR3 antagonist	OXTR agonist
CC(C)(C)NC(=O)Nc1nnc(SCC(=O)NC2CCCCC2)s1	0.3	-4	-0.6
Cc1ccc(C(=O)COC(=O)C2CC3CCCC(C2)C3=O)cc1[N+](=O)[O-] (stereo not drawn)	-0.1	-4	0.3
CCn1c(SCC(=O)NC2CC2)nnc1-c1cccs1	-0.8	-6	1.1
CC(Oc1ccc(C#N)cc1)C(=O)NC1CCCC1 (stereo not drawn)	0.6	-6	-0.2
Cc1nn(C)c(C)c1NC(=O)COc1ccc(Cl)cc1Br	9.5	53*	13
